# HRas wt GTP bind: modulators of GTP binding to HRas wildtype, primary screen, biochemical, bead-based flow cytometry, multiplex; GST-Ras wt beads, Bodipy-FL-GTP binding; actives lie on both sides; GTP binding activity, % at 10 µM; GTPase HRas (Homo sapiens), P01112; AID 759, 2007; 0.14% of 190,000 active;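 active = GTP binding activity at least 20% away from the 100% baseline, either lowered as inhibitor or raised as activator; inconclusive = flagged as likely green fluorescent, judged across all proteins in the well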;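 also: 0% = unlabeled GTP competition control and 100% = no-compound control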
# Target sequence (P01112 whole entry, looked up): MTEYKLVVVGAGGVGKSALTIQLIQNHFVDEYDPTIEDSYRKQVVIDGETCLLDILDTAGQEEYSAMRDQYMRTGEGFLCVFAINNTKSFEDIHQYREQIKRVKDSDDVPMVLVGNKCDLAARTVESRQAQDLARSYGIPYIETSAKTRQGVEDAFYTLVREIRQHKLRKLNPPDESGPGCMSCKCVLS
# Avidin fluor: green autofluorescence of compounds with avidin beads – biophysical, 488/530 nm, flow cytometry, artefact control, profiling panel; compound fluorescence 488/530 nm; stronger effect = higher value; fluorescence (KMESF) at 10 µM; 0.38% of 220,000 active; AID 1775, 2009; in the data active = fluorescence above about 47; also: inactives centre near 10
# Mcl1-Noxa inh: Mcl-1/Noxa binding inhibitors, primary screen, biochemical, TR-FRET, 1536-well; Induced myeloid leukemia cell differentiation protein Mcl-1 (Homo sapiens), Q07820; TR-FRET Mcl-1/Noxa peptide binding, 2 h; inhibition, % at 21.7 µM; 1.5% of 220,000 active;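 active = compounds that cut the protein-peptide binding signal by more than 50% relative to plate controls in a single-dose test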;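 also: His-tagged Mcl-1 with rhodamine Noxa BH3 peptide and terbium anti-His antibody; 0% = Mcl-1 plus Noxa peptide wells and 100% = peptide-only wells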
# Target sequence (Q07820 whole entry, looked up): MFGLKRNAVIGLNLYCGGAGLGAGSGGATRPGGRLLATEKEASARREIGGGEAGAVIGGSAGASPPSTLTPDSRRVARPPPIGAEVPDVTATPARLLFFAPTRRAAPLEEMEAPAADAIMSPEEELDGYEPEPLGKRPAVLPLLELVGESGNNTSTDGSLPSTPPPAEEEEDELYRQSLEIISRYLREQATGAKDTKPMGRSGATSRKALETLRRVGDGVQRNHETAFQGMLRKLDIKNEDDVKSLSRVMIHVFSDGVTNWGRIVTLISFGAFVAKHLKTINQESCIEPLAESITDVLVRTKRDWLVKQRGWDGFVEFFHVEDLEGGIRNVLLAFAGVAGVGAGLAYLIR
# Cdc42 wt GTP: modulators of GTP binding to wildtype Cdc42, primary screen, biochemical, multiplex bead flow cytometry, Bodipy-GTP; percent activity (GTP binding), % at 10 µM; AID 761, 2007; GST-Cdc42 beads; actives lie on both sides; 0.2% of 190,000 active; Cell division control protein 42 homolog (Homo sapiens), P60953;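 active = percent activity GTP binding at least 20 points away from the 100% baseline, either down as inhibitor or up as activator; inconclusive = compound flagged as likely green fluorescent from well-wide comparison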;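 also: median bead fluorescence of bound Bodipy-FL-GTP at 100 nM; 0% = excess unlabeled GTP control and 100% = no compound control; below 100% means less GTP binding so inhibitor and above means activator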
# Target sequence (P60953 whole entry, looked up): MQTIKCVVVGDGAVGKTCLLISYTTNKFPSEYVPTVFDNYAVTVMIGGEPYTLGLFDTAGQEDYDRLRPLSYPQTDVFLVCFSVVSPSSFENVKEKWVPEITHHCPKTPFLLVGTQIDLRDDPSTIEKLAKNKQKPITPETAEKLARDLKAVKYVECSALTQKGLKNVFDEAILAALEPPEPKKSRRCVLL
# Rac1 mut GTP: GTP binding modulators of activated mutant Rac1, primary screen, biochemical, bead-based flow cytometry, multiplex, fluorescent GTP | Ras-related C3 botulinum toxin substrate 1 (Homo sapiens), P63000 | GST-Rac1 activated beads; actives lie on both sides; 100% means binding = to untreated wells | percent activity (GTP binding), % at 10 µM | 0.11% of 190,000 active | AID 764, 2007;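 active = GTP binding at least 20 percentage points away from the 100% baseline, in either direction, so actives lie on both sides; inconclusive = Compound likely fluorescent itself, or too few beads counted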
# Mcl1-Bid inh: Mcl-1/Bid binding inhibitors, primary screen, biochemical, TR-FRET, 1536-well; 0.97% of 220,000 active; AID 1021, 2008; inhibition, % at 21.7 µM; TR-FRET Mcl-1/Bid-Dy647 peptide binding; Induced myeloid leukemia cell differentiation protein Mcl-1 (Homo sapiens), Q07820;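 active = compounds that cut the binding signal by more than half at the single screening dose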;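 also: His-tagged Mcl-1 with europium anti-His antibody binding Bid BH3 peptide; 0% = Mcl-1 plus peptide wells and 100% = peptide-only wells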
# Rab2A wt mod: modulators of GTP binding to Rab2A wildtype, primary screen, biochemical, dog, bead-based flow cytometry, multiplex | Ras-related protein Rab-2A (Canis lupus familiaris), P61105 | GST-Rab2 wt beads, Bodipy-GTP binding | 0.19% of 190,000 active | GTP binding activity, % at 10 µM;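 active = GTP binding activity at least 20 points away from 100%, either lowered or raised; inconclusive = signal likely due to the compound's own green fluorescence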;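 also: 0% = beads with excess unlabeled GTP and 100% = no-compound control corrected for plate trend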
# Pf gametocyte: late stage P. falciparum gametocyte viability inhibitors, primary screen, ATP luminescence, HTS; 0.065% of 150,000 active; inhibition, % at 10.9 µM; P. falciparum stage V gametocytes, 24 h;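 active = inhibition above the mean plus 3 SD of compounds within the control limits, set per campaign, cut at about 38% in these data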;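 also: 0% = DMSO wells and 100% = medium only without gametocytes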
# GSH fluor: compound fluorescence on glutathione beads, profiling panel, artefact control, biophysical, 488/530 nm, flow cytometry; AID 1776, 2009; GSH beads flow cytometry, compound fluorescence 488/530 nm; stronger effect = higher value; 0.25% of 190,000 active; fluorescence (KMESF) at 10 µM; in the data active = fluorescence above about 89;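 also: glutathione beads carrying GST-tagged Bcl family fusion proteins plus one bare bead set; values are compound well signal with DMSO vehicle wells as background; inactives centre near 16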
# Rac1 wt modul: wildtype Rac1 GTP binding modulators, primary screen, biochemical, GST-Rac1 beads, flow cytometry, multiplex | GTP binding activity (% of control), % at 10 µM | 0.27% of 190,000 active | Ras-related C3 botulinum toxin substrate 1 (Homo sapiens), P63000 | AID 757, 2007 | fluorescent GTP binding; actives lie on both sides; 0 = cold GTP competed, 100 = untreated;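 active = GTP binding activity at least 20 points away from the 100% control level, either lower or higher; inconclusive = compound flagged as likely green fluorescent, judged across all proteins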
# Rab7 wt modul: modulators of GTP binding to Rab7, primary screen, biochemical, wildtype, multiplex bead flow cytometry. Rab7 GTPase wild type (dog), Bodipy-FL-GTP binding. GST-Rab7 beads, fluorescent GTP binding; actives lie on both sides; untreated = 100%, excess cold GTP = 0%. GTP binding activity (percent of control), % at 10 µM. 0.055% of 190,000 active;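 active = fluorescent GTP binding to Rab7 beads changed by at least 20 points from the 100% baseline, either direction, mostly lower; inconclusive = compound itself probably fluorescent, or too few beads counted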;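 also: median green fluorescence of bound Bodipy-FL-GTP per Rab7 bead population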
# Starred values were filed as active, the others as inactive; ? = inconclusive; · = not tested or not shown.
SMILES,HRas wt GTP bind,Avidin fluor,Mcl1-Noxa inh,Cdc42 wt GTP,Rac1 mut GTP,Mcl1-Bid inh,Rab2A wt mod,Pf gametocyte,GSH fluor,Rac1 wt modul,Rab7 wt modul
COc1cc(-c2nnc(-c3ccco3)o2)ccc1OCc1ccccc1,99.0,38,3.2,105.0,101.0,5.7,100.0,6.0,23,110.0,96.0
COc1ccc(C2CC(c3cccs3)=NN2c2nc(C)c(C(C)=O)s2)cc1OC (stereo not given),89.0,27,10.2,95.0,92.0,-9.0,92.0,1.8,25,88.0,96.0
Cc1cc(C)c(S(=O)(=O)/N=C2/C=C(Sc3ncn[nH]3)C(=O)c3ccccc32)cc1C,96.0,5,99.6*,94.0,95.0,71.9*,96.0,-3.2,22,95.0,94.0
O=C(Nc1ccccc1)c1ccc(F)c(S(=O)(=O)N2CCOCC2)c1,99.0,6,-2.8,97.0,98.0,-1.9,98.0,-17.7,37,100.0,101.0
CCNS(=O)(=O)c1ccc(CCC(=O)NCc2ccc(C)cc2)cc1,?,10,-6.0,?,?,-21.4,?,·,18,?,?
COc1ccc(-c2nn(CCC#N)cc2/C=N/O)cc1OC,99.0,21,5.2,102.0,100.0,-22.5,99.0,-1.3,14,105.0,101.0
COc1ccc(C(=O)Nc2ccccc2N2CCOCC2)cc1[N+](=O)[O-],101.0,16,19.0,105.0,100.0,-1.9,98.0,-10.9,21,103.0,101.0
O=C(CCN1CCCCCC1)Nc1ccccc1F,103.0,8,23.8,104.0,99.0,9.8,101.0,·,23,105.0,100.0
CSCCC(NC(=O)c1ccoc1C)C(=O)O (stereo not given),100.0,31,6.2,102.0,99.0,-7.1,100.0,·,25,104.0,101.0
COc1ccccc1/C=C(\NC(=O)c1ccc(OC)c(OC)c1)C(=O)Nc1cc([N+](=O)[O-])ccc1C,99.0,10,15.5,104.0,101.0,8.3,99.0,·,12,106.0,100.0
Cc1cc(OC(=O)Cc2cccc3ccccc23)c([N+](=O)[O-])c(=O)[nH]1,103.0,1,13.2,101.0,100.0,5.8,99.0,-5.1,10,103.0,105.0
Cn1cc(C(=O)NCc2cccs2)c(=O)c2cc(S(=O)(=O)N3CCCC3)ccc21,95.0,10,-8.9,101.0,96.0,4.5,94.0,-4.5,23,104.0,97.0
CCC(=O)N1CCN(CCN=CC2=C(O)CC(c3ccc(OC)cc3)CC2=O)CC1 (stereo not given),94.0,11,-3.5,101.0,100.0,-10.8,96.0,17.9,23,106.0,97.0
CC(C)(C)c1ccc(S(=O)(=O)CCc2ccccn2)cc1,101.0,24,1.6,101.0,99.0,-2.3,100.0,·,22,107.0,100.0
Cc1ccc(OCc2ccc(C(=O)NCc3cccnc3)cc2)cc1C,95.0,12,22.0,98.0,94.0,-20.2,90.0,-12.4,15,99.0,98.0
O=c1ccnc(NCCc2ccccc2)[nH]1,98.0,21,6.0,97.0,95.0,-37.5,97.0,-0.1,13,95.0,94.0
CSCCC(/C(O)=C(\C#N)c1nc2ccccc2[nH]1)N1C(=O)c2ccccc2C1=O (stereo not given),102.0,8,-37.6,105.0,101.0,-49.9,101.0,13.1,10,106.0,102.0
Cc1cc(C)c(NC(=O)CSc2nnc(-c3ccncc3)n2Cc2ccco2)c(Cl)c1,99.0,4,-1.2,101.0,98.0,-10.8,98.0,-24.5,29,101.0,98.0
Cn1c(N)c(C(=O)COC(=O)CSc2ccc(Cl)cc2)c(=O)n(C)c1=O,98.0,2,-0.5,101.0,97.0,-4.8,102.0,-5.5,6,99.0,101.0
O=C(c1cnc2nc3ccccc3n2c1)c1cc(F)ccc1O,96.0,6,4.9,93.0,93.0,-41.5,98.0,2.6,16,93.0,105.0
C=CCn1c(CNc2ccccc2)nnc1SCC(=O)N/N=C/c1ccccc1O,101.0,9,12.6,105.0,100.0,-19.6,99.0,-5.5,24,104.0,100.0
Cc1ccc(C(=O)CSc2nsc(C)c2C#N)cc1,101.0,6,14.5,101.0,100.0,15.3,101.0,2.2,66,104.0,104.0
COC(=O)CCc1c(C)[nH]c(=S)[nH]c1=O,101.0,14,11.7,103.0,100.0,-50.5,101.0,8.5,22,102.0,104.0
Cc1ncc(S(=O)(=O)c2ccc(Cl)cc2)c(-c2ccccc2)n1,99.0,13,22.3,100.0,99.0,-23.9,100.0,·,33,104.0,101.0
COCCCNC(=O)CC(NS(=O)(=O)c1ccc(Cl)cc1)c1ccc(OC)cc1 (stereo not given),96.0,12,-7.5,99.0,92.0,0.5,91.0,·,31,92.0,92.0
COCCN(Cc1cc2cccc(C)c2[nH]c1=O)C(=O)c1ccccc1,103.0,10,6.3,101.0,100.0,-5.5,100.0,·,32,100.0,102.0
COc1ccc(N2C(=O)C3CCCN3C2c2ccc(C)o2)cc1 (stereo not given),97.0,9,9.4,96.0,96.0,-30.5,98.0,·,15,95.0,103.0
CC1CN(c2nc(-c3ccccc3)nnc2-c2ccccc2)CC(C)O1 (stereo not given),100.0,11,4.8,99.0,98.0,-21.0,99.0,·,28,105.0,99.0
CCOc1ccc(C(=O)Nc2ccccc2C(=O)O)cc1,?,11,17.5,?,?,-13.1,?,22.8,12,?,?
COCCNC(=O)CS(=O)Cc1nc(-c2ccccc2C)oc1C (stereo not given),100.0,7,-4.8,95.0,99.0,-11.2,98.0,·,21,105.0,96.0
NC(=O)N1OCC2COc3ccc4ccccc4c3C21 (stereo not given),106.0,11,33.7,104.0,101.0,-14.4,106.0,·,24,103.0,102.0
O=C(Cn1cncn1)N1CCN(c2ccc(F)cc2)CC1,99.0,6,14.2,100.0,98.0,-31.0,97.0,·,16,104.0,98.0
O=C(CCN1CCCCC1)c1ccc2c(c1)OCCO2,103.0,7,19.4,105.0,102.0,10.2,103.0,·,48,108.0,103.0
COC(=O)c1ccc(CSc2ccc3nnc(-c4ccccn4)n3n2)o1,?,6,10.7,?,?,-10.2,?,·,21,?,?
Cc1c(Br)c([N+](=O)[O-])nn1C(C)C(=O)Nc1c(C)n(C)n(-c2ccccc2)c1=O (stereo not given),106.0,17,-6.9,107.0,98.0,-39.6,107.0,·,10,105.0,106.0
O=C(NC1CC2CCC(C1)N2Cc1nnnn1Cc1ccco1)NC12CC3CC(CC(C3)C1)C2 (stereo not given),100.0,35,-4.8,105.0,99.0,-16.6,101.0,·,22,108.0,100.0
NNC(=O)COc1ncn(-c2ccccc2)n1,101.0,8,-23.5,102.0,99.0,-12.8,101.0,·,10,101.0,99.0
Fc1ccc2[nH]c3c(N4CCSCC4)ncnc3c2c1,100.0,7,2.0,99.0,99.0,5.3,99.0,·,15,100.0,97.0
COc1ccc(NC(=O)COC(=O)[C@@H]2CCCN2C(=O)c2cccs2)c(OC)c1,105.0,11,-2.6,105.0,102.0,40.3,103.0,8.0,11,106.0,104.0
O=C(OCCNC(=O)c1cc2ccccc2oc1=O)c1cccnc1,103.0,34,11.7,103.0,100.0,20.9,100.0,·,45,105.0,104.0
CCCOc1ccc(N2C(=O)CC(N3CCN(S(=O)(=O)c4ccccc4)CC3)C2=O)cc1 (stereo not given),107.0,16,-20.2,108.0,104.0,-6.7,103.0,10.3,12,108.0,101.0
O=C(Nc1nnc(-c2ccc(Cl)cc2)o1)c1ccccc1Br,98.0,8,-47.9,96.0,94.0,-26.7,95.0,·,12,100.0,98.0
O=C(Cc1cccs1)NCc1cccnc1,101.0,10,16.0,103.0,100.0,-8.3,103.0,·,28,104.0,102.0
COCCn1c(C)cc(C(=O)CSc2nc3ccccc3s2)c1C,96.0,5,-7.7,103.0,97.0,-14.4,98.0,·,11,103.0,98.0
CCOC(=O)c1cc(-c2cc(OC)c(OC)c(OC)c2)nc2c1c(=O)[nH]c(=O)n2Cc1ccccc1,96.0,9,2.6,92.0,94.0,-27.4,95.0,-11.4,16,93.0,99.0
CCCC(C)NC(=O)c1ccccc1SC (stereo not given),98.0,20,8.9,101.0,99.0,-21.3,99.0,-4.9,11,101.0,97.0
COc1cc(CNC2CCCCCCC2)cc(Br)c1OCC#N,99.0,3,-1.1,104.0,101.0,0.3,100.0,6.2,10,105.0,95.0
O=c1[nH]c(CN2CCN(C/C=C/c3ccccc3)CC2)nc2cc(Cl)ccc12,95.0,4,-5.7,92.0,93.0,-9.9,93.0,·,35,98.0,99.0
CC(C)(C)c1ccc(C2(C)NC(=O)N(CC(=O)Nc3ccc4c(c3)OCO4)C2=O)cc1 (stereo not given),102.0,6,6.7,104.0,100.0,-29.7,102.0,·,16,103.0,103.0
Cc1ccc(NC(=O)CSc2nnc(-c3ccc(S(=O)(=O)N4CCOCC4)cc3)n2C)cc1,102.0,15,6.0,104.0,98.0,-4.7,101.0,21.9,31,105.0,101.0
# (listing goes on)
SMILES,HRas wt GTP bind,Avidin fluor,Mcl1-Noxa inh,Cdc42 wt GTP,Rac1 mut GTP,Mcl1-Bid inh,Rab2A wt mod,Pf gametocyte,GSH fluor,Rac1 wt modul,Rab7 wt modul
COc1ccc2nc(NC(=O)CSC3=NCCS3)sc2c1,105.0,42,11.2,107.0,100.0,-2.8,104.0,·,14,105.0,100.0
COc1ccc(OC)c(NC(=O)C(=O)/C=C(\O)c2cc(OC)ccc2OC)c1,87.0,18,-7.5,88.0,87.0,-27.3,88.0,·,11,85.0,86.0
Cc1ccc(C)c2[nH]c(=O)c(CCNC(=O)c3cccs3)cc12,102.0,5,-10.9,102.0,99.0,1.6,102.0,·,17,106.0,100.0
COc1ccc(CCn2ccc(O)c(Cc3ccc(Cl)cc3Cl)c2=O)cc1OC,109.0,8,17.9,104.0,103.0,-16.6,110.0,-20.0,13,109.0,105.0
O=S(=O)(c1ccccc1)n1nc(-c2ccccc2)nc1NCc1ccco1,105.0,17,13.9,103.0,98.0,-30.9,102.0,4.1,11,105.0,105.0
CN(C)/C=N/NC(=O)c1ccccc1,98.0,11,8.0,100.0,97.0,-41.8,97.0,-9.0,16,97.0,91.0
CCOc1ccc(/C=N/NC(=O)C(C)N(c2ccc(OC)cc2)S(C)(=O)=O)cc1 (stereo not given),103.0,12,-1.7,103.0,100.0,-5.0,103.0,·,32,109.0,105.0

# Assay outcomes deposited in PubChem BioAssay by several laboratories.
